High-throughput results deposited in PubChem BioAssay by The Scripps Research Institute Molecular Screening Center.
GalR3 antagonist: antagonists of human GalR3; HEK293 GalR3-CNG cAMP membrane potential fluorescence; galR3 body fused to GalR1 C-terminus; inhibition, % at 3 µM; 360,000 tested, 0.44% active; AID 651719;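 active = inhibition above the screen-wide average plus 3 SD, cut at about 13% in these data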;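 note: forskolin and galanin both at EC90 stimulate the cells; cAMP rise reported by CNG channel membrane potential dye signal; 0% = forskolin plus galanin with DMSO and 100% = forskolin alone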
Target sequence (O60755 1-299 limits assumed): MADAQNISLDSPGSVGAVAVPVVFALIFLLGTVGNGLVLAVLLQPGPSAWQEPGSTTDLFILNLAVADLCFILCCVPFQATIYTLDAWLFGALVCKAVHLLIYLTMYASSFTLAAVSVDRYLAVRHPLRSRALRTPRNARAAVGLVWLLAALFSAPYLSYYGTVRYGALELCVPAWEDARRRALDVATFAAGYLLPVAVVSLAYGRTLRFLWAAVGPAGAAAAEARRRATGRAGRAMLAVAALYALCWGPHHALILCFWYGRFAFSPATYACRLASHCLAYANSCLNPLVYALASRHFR
An asterisk follows results filed as active.

> CCCCNC(=O)C1(C)CCCCN1C(=O)c1ccc2c(c1)C(C)(C)CCC2(C)C (configuration not stated)
  GalR3 antagonist = -8

> CCOC(=O)C1(C)CCCN(C(=O)c2cccc(C(F)(F)F)c2)C1 (configuration not stated)
  GalR3 antagonist = -6

> O=[N+]([O-])c1nccn1CCCCCCN1CCOCC1
  GalR3 antagonist = -7

> CC(C)N1CC(=O)N2CSCC2C1=O (configuration not stated)
  GalR3 antagonist = -6

> COCc1cc(N2CCN(C(=O)OC(C)(C)C)C[C@@H]2C)ccc1N1CCN(Cc2ccccc2)[C@@H](C)C1
  GalR3 antagonist = -7

> CCCNC(=O)C1(C)CCN(C(=O)c2sccc2C)C1 (configuration not stated)
  GalR3 antagonist = 7

> COc1ccccc1CCn1cnc(-c2ccccc2F)c1CC(C)C
  GalR3 antagonist = -1

> Cc1cn2c(=O)c3ncn(C4OC(CO)C(O)C4O)c3n(C)c2n1 (configuration not stated)
  GalR3 antagonist = 0

> Cc1cc(C(=O)N2CCC2(C)C(=O)NS(=O)(=O)c2ccc(F)cc2F)nn1C (configuration not stated)
  GalR3 antagonist = -7

> CCC(CC)CN1CCC(CN2C(=O)C(=O)NC[C@@H]2CC(C)C)CC1
  GalR3 antagonist = -4

> COc1ccccc1NC(=O)N(C)C[C@H]1OCc2cn(nn2)CCCC(=O)N([C@H](C)CO)C[C@@H]1C
  GalR3 antagonist = -4

> CC(=O)Nc1cncc(-c2ccccc2C(C)=O)n1
  GalR3 antagonist = -5

> CCOC(=O)CC1(CCc2ccccc2)Oc2ccccc2N1S(=O)(=O)c1ccc(C)cc1 (configuration not stated)
  GalR3 antagonist = -4

> O=C(C[C@@H]1CC[C@@H](NC(=O)Nc2cccc(F)c2)[C@@H](CO)O1)NCC1CCCCC1
  GalR3 antagonist = -5

> CCS(=O)(=O)NC(=O)C1(C)CCN1C(=O)C1(c2ccc(Cl)cc2)CC1 (configuration not stated)
  GalR3 antagonist = -5

Next part; the last four above are carried over.
> CC(=O)Nc1cncc(-c2ccccc2C(C)=O)n1
  GalR3 antagonist = -5

> CCOC(=O)CC1(CCc2ccccc2)Oc2ccccc2N1S(=O)(=O)c1ccc(C)cc1 (configuration not stated)
  GalR3 antagonist = -4

> O=C(C[C@@H]1CC[C@@H](NC(=O)Nc2cccc(F)c2)[C@@H](CO)O1)NCC1CCCCC1
  GalR3 antagonist = -5

> CCS(=O)(=O)NC(=O)C1(C)CCN1C(=O)C1(c2ccc(Cl)cc2)CC1 (configuration not stated)
  GalR3 antagonist = -5

> CCC(c1nc2ccccc2[nH]1)n1c(=O)c(-c2cccs2)nc2ccccc21 (configuration not stated)
  GalR3 antagonist = -9

> O=C(O)c1ccc2c(c1)C(=O)N([C@H](Cc1cccc3ccccc13)C(=O)O)C2=O
  GalR3 antagonist = -5

> CCC(=O)N1CCC1(C)C(=O)Nc1ccc2c(c1)OCO2 (configuration not stated)
  GalR3 antagonist = -3

> Cc1cc(Br)cn2c(Cc3ccccc3)c(-c3ccc(Cl)cc3)nc12
  GalR3 antagonist = -6

> CCCc1nc2ccccc2n1C(CCSC)C(=O)NC(C)(C)C (configuration not stated)
  GalR3 antagonist = -1

> CC(=O)Nc1cccc(Nc2cnccn2)c1
  GalR3 antagonist = -7

> CCN1C(=O)N[C@H]2C[C@@H](c3ccccc3)[C@@H](C)[C@@H](C(=O)N3CCCC3)C[C@H]21
  GalR3 antagonist = -5

> Cn1ccc2c(-c3cncc4ccccc34)cc3c(c21)C1CCC3C1 (configuration not stated)
  GalR3 antagonist = -3

> CC(C)(C)C(c1nc2ccccc2[nH]1)n1c(-c2cccc(S(C)(=O)=O)c2)nc2ccccc21 (configuration not stated)
  GalR3 antagonist = -6

> O=C(/C=C(\Nc1ccc(F)cc1)c1ccccc1)c1ccccc1
  GalR3 antagonist = 1

> COC(=O)[C@]12CCCCC=C1N(Cc1ccc(Cl)cc1Cl)C(=O)[C@H](CC(=O)NCc1cccs1)C2
  GalR3 antagonist = -6

> COc1cc(OC)nc(Nc2nc(C(N)Cc3ccc(F)cc3)cs2)n1 (configuration not stated)
  GalR3 antagonist = -3

> COc1cc(CN2C[C@@H](CO)O[C@@H](n3cnc4c(N(C)C(C)C)ncnc43)C2)cc(OC)c1OC
  GalR3 antagonist = -6

> Cc1c(C(=O)Nc2cccc(Oc3ccccc3)c2)sc(=O)n1Cc1ccc(F)cc1
  GalR3 antagonist = -4

> O=c1ccn([C@@H]2O[C@H](CNCc3ccccc3OCc3ccc(Cl)cc3Cl)[C@@H](O)[C@H]2O)c(=O)[nH]1
  GalR3 antagonist = -4

> CC1(C(=O)NS(=O)(=O)c2cccc(Cl)c2)CCN1C(=O)c1ccccc1CCc1ccccc1 (configuration not stated)
  GalR3 antagonist = -1

> O=c1[nH]c(=S)[nH]c2c1C(c1ccc(F)cc1)OC(CCOCc1ccccc1)C2 (configuration not stated)
  GalR3 antagonist = -6

> CCCS(=O)(=O)NC(=O)C1(C)CCN(C(=O)c2cc(C)oc2C)C1 (configuration not stated)
  GalR3 antagonist = 0

> O=C(NCc1ccccc1)C1c2ccccc2OCC(=O)N1Cc1cccnc1 (configuration not stated)
  GalR3 antagonist = -6

> CC(C)C(C(=O)NCc1ccccc1)N1CCN(c2ccccc2F)CC1 (configuration not stated)
  GalR3 antagonist = -4

> CN(C)CCCNc1nc2cc(-c3cnn(Cc4ccccc4)c3)sc2c(=O)n1C
  GalR3 antagonist = -5

> O=C(NC1CCCC1)[C@@H]1CCCN1C(=O)[C@@H](NC(=O)N1CCOCC1)C1CCCCC1
  GalR3 antagonist = -7

> O=C(NCCc1ccccc1Cl)[C@@H]1CCCN1C(=O)[C@H](Cc1cccnc1)NC(=O)N1CCOCC1
  GalR3 antagonist = -2

> CCOC(=O)C1=CC[C@@H](c2ccncc2)N(S(=O)(=O)c2ccc(C)cc2)C1
  GalR3 antagonist = -7

> COCCCNC(=O)C[C@H]1C[C@@]2(C(=O)OC)C(=C[C@H](C3CCCC3)O[C@@H]2C)N(Cc2ccccc2)C1=O
  GalR3 antagonist = 11

> CCOC(=O)C1=CCN(S(=O)(=O)c2ccc(Br)cc2)C1c1cccc(Cl)c1 (configuration not stated)
  GalR3 antagonist = -7

> OC(c1ccc(F)cc1)c1nc(/C=C/c2ccccc2)cs1 (configuration not stated)
  GalR3 antagonist = -8

> CSCc1cc(C(=O)NCCN2CCOCC2)c(N)s1
  GalR3 antagonist = -5

> CC(O)(c1cccc(F)c1)c1nc(-c2cccc(C(F)(F)F)c2)cs1 (configuration not stated)
  GalR3 antagonist = -8

> CC(C)C[C@@H]1COc2cc(N3CC[C@H](O)C3)ccc2S(=O)(=O)N1
  GalR3 antagonist = -4

> COC(=O)C1(C(=O)OC)C[C@H](c2ccc(OC)cc2)N(Cc2ccccc2OC)[C@@H]1c1ccc(OC)cc1
  GalR3 antagonist = -1

> Cc1cccc(CN2CCN(C3CN(Cc4cn(Cc5ccccc5)nn4)S(=O)(=O)C3)CC2)c1 (configuration not stated)
  GalR3 antagonist = 2

> COc1ccc(C2=CC(=O)CC(C)(C)C2=O)cc1
  GalR3 antagonist = 2

> COC(=O)c1cccc(CC2(C)C(=O)Nc3ccc(OC(F)(F)F)cc32)c1 (configuration not stated)
  GalR3 antagonist = -5

> O=C(c1ccco1)N1CCN(C2CN(C3CCCC3)S(=O)(=O)C2)CC1 (configuration not stated)
  GalR3 antagonist = -7

> CCOC(=O)C(=O)N(C)c1c(CC)nc2c(OCc3ccc(OC)cc3)cccn12
  GalR3 antagonist = -8

> Cc1cccnc1C(NC(=O)C1CCN(Cc2ccc3ccccc3n2)CC1)c1ccc(Cl)cc1 (configuration not stated)
  GalR3 antagonist = -8

> CCNC(=O)C1(C)CCCN1C(=O)c1ccc(C#N)cc1 (configuration not stated)
  GalR3 antagonist = -4

> CCOC(=O)[C@]12CCCC=C1N(Cc1ccco1)C(=O)[C@H](CC(=O)NCCCCc1ccccc1)C2
  GalR3 antagonist = -1

> O=C(NCc1ccccc1)C1c2ccccc2OCC(=O)N1CCc1c[nH]c2ccccc12 (configuration not stated)
  GalR3 antagonist = -2

> CC1CCCCc2nc3c(c(=O)n21)CCCC3 (configuration not stated)
  GalR3 antagonist = -7

> COC(=O)[C@@]12C[C@@H](CC(=O)NCc3cccc4ccccc34)C(=O)N(Cc3cccc4ccccc34)C1=CCC(C)(C)C2
  GalR3 antagonist = -6

> Cc1ccc2nc(-c3ccc(C#N)cc3)c(Cc3ccccc3)n2c1
  GalR3 antagonist = -3

> Cc1cccc(C)c1C(O)c1ncc(-c2ccccc2Cl)[nH]1 (configuration not stated)
  GalR3 antagonist = 0

> CC(C)(C)c1ccc(C(=O)N2CCC(=O)N([C@H](COCc3ccccc3)Cc3ccccc3)CC2)cc1
  GalR3 antagonist = -6

Another view of some results above.
mol | GalR3 antagonist
O=C(NCCc1ccccc1Cl)[C@@H]1CCCN1C(=O)[C@H](Cc1cccnc1)NC(=O)N1CCOCC1 | -2
Cc1c(C(=O)Nc2cccc(Oc3ccccc3)c2)sc(=O)n1Cc1ccc(F)cc1 | -4

Next part:
> Cc1ccccc1C(=O)N1CCC1(C)C(=O)NC(C)C (configuration not stated)
  GalR3 antagonist = -5

> CC(O)(c1cccnc1)c1nc(-c2cccc(C#N)c2)cs1 (configuration not stated)
  GalR3 antagonist = -8

> O=C(NCCN1CCC(n2c(=O)[nH]c3ccccc32)CC1)c1cc(F)cc(F)c1
  GalR3 antagonist = -4

> COc1ccc(-c2csc(C(O)c3ccc(F)c(F)c3)n2)cc1 (configuration not stated)
  GalR3 antagonist = -3

> CCC(c1nnnn1-c1ccc2c(c1)OCCO2)N1CCN(CCN2CCOCC2)CC1 (configuration not stated)
  GalR3 antagonist = -6

> CCOc1ccccc1C(=O)NCCN1CCC(n2c(=O)[nH]c3ccccc32)CC1
  GalR3 antagonist = -3

> O=C(NCc1ccccc1)C1C(c2ccc3c(c2)OCO3)=Nc2ccccc2N1C(=O)c1ccccc1 (configuration not stated)
  GalR3 antagonist = -6

> COC(=O)C[C@@H]1CC[C@H](NS(=O)(=O)c2ccccc2F)[C@@H](CO)O1
  GalR3 antagonist = -6

> Cc1cccc(N=O)n1
  GalR3 antagonist = -8

> CC(=O)OC[C@@H]1CN(Cc2cccc(C(F)(F)F)c2)C[C@H](n2cnc3c(NCc4ccco4)ncnc32)O1
  GalR3 antagonist = -5

> COc1cccc(-c2oc3c(c2C#CCCO)C(O)CCC3)c1 (configuration not stated)
  GalR3 antagonist = -4

> CCOC1=C2CN(S(=O)(=O)c3ccc(C)cc3)[C@H](c3ccc(CC)cc3)C[C@@H]2N(S(=O)(=O)c2ccc(C)cc2)[C@H](c2ccccc2)C1
  GalR3 antagonist = -8

> O=S1(=O)CC(N2CCN(CCO)CC2)CN1C1CCCC1 (configuration not stated)
  GalR3 antagonist = -2

> CC(O)(C(=O)c1ccccc1)c1ccccc1 (configuration not stated)
  GalR3 antagonist = -7

> CCCCC(=O)N(C)c1c(CC)nc2c(OCCOc3ccc(F)cc3)cccn12
  GalR3 antagonist = -8

> O=C(NCc1ccccc1)C(c1ccc(-c2ccccc2)cc1)n1c(=O)c(-c2cc3ccccc3[nH]2)nc2ccccc21 (configuration not stated)
  GalR3 antagonist = 2

> NC(Cc1ccc(C(F)(F)F)cc1)c1csc(Nc2cc(NCc3ccco3)ncn2)n1 (configuration not stated)
  GalR3 antagonist = -8

> CN(Cc1cnn(-c2ccc(F)cc2)c1)C(=O)[C@H]1O[C@@H](n2ccc(=O)[nH]c2=O)[C@H](O)[C@@H]1O
  GalR3 antagonist = -3

> CSC(=Cc1ccc(C(=O)c2ccc(C)cc2)n1C)S(C)=O (configuration not stated)
  GalR3 antagonist = -5

> Cc1ccc(S(=O)(=O)NC(=O)C2(C)CCN2C(=O)c2cccc(F)c2)nc1 (configuration not stated)
  GalR3 antagonist = -5

> c1ccc(Nc2nnc(-c3ccc4c(c3)OCO4)o2)cc1
  GalR3 antagonist = -7

> C[C@H](O)[C@@H]1CN2CCc3c([nH]c4ccccc34)[C@@H]2C[C@@H]1N(C)C(=O)OCc1ccccc1
  GalR3 antagonist = -8

> COC(=O)c1nc(-c2ccc(C)cc2)[nH]c1C(C)(C)C
  GalR3 antagonist = -5

> CC(C)(C(=O)N1CCC1(C)C(=O)NC1Cc2ccccc2C1)c1ccccc1 (configuration not stated)
  GalR3 antagonist = -1

> COc1ccc(NC(=O)C2(C)CCN2C(=O)c2ccc(C(C)(C)C)cc2)cc1OC (configuration not stated)
  GalR3 antagonist = -7

> COc1ccc(N2C(=O)c3ccccc3NC(=O)C2C(=O)NCc2ccco2)cc1 (configuration not stated)
  GalR3 antagonist = -3

> COc1ccc(CNC(=O)c2c(N)[nH]c(C(=O)c3ccccc3)c2-c2ccc3ccccc3c2)cc1OC
  GalR3 antagonist = -7

> COC(=O)C1=C(C)N(Cc2ccc(Cl)cc2)C(=S)NC1c1cccc(F)c1 (configuration not stated)
  GalR3 antagonist = -7

> Cc1cc(C)cc(C(O)c2ncc(-c3cccc(F)c3)[nH]2)c1 (configuration not stated)
  GalR3 antagonist = -5

> CCOC(=O)[C@]12CCCC=C1N(Cc1cccc3ccccc13)C(=O)[C@H](CC(=O)N1CCCCC1)C2
  GalR3 antagonist = -7

> CCCCn1nnnc1C1(C)CCC(=O)N1Cc1cc(OC)ccc1OC (configuration not stated)
  GalR3 antagonist = -2

> CC(C)CNC(=O)C1(C)CCCN1C(=O)c1cc2ccccc2s1 (configuration not stated)
  GalR3 antagonist = -7

> Cn1ccc2c(-c3cccc(C=O)c3F)cc3c(c21)C1CCC3C1 (configuration not stated)
  GalR3 antagonist = -3

> CN(Cc1ccccc1)C(c1ccnc2ccccc12)c1nnnn1-c1ccc2c(c1)OCCO2 (configuration not stated)
  GalR3 antagonist = -8

In the list so far, these have a CF3 group.
> CCOC(=O)C1(C)CCCN(C(=O)c2cccc(C(F)(F)F)c2)C1 (configuration not stated)
  GalR3 antagonist = -6

> CC(O)(c1cccc(F)c1)c1nc(-c2cccc(C(F)(F)F)c2)cs1 (configuration not stated)
  GalR3 antagonist = -8

> COC(=O)c1cccc(CC2(C)C(=O)Nc3ccc(OC(F)(F)F)cc32)c1 (configuration not stated)
  GalR3 antagonist = -5

> CC(=O)OC[C@@H]1CN(Cc2cccc(C(F)(F)F)c2)C[C@H](n2cnc3c(NCc4ccco4)ncnc32)O1
  GalR3 antagonist = -5

> NC(Cc1ccc(C(F)(F)F)cc1)c1csc(Nc2cc(NCc3ccco3)ncn2)n1 (configuration not stated)
  GalR3 antagonist = -8

An excerpt; the hit share may differ from the screen's.
